# From PubChem BioAssay
# TROY NFkB inh = TROY signaling inhibition; Q293 LMP1-TROYcd NF-kB luciferase reporter, 4 h; inhibition, % at 10 µM; hit rate 0.98% among 360,000; AID 1347056;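 active means compounds whose plate-normalised and pattern-corrected inhibition of the luciferase reporter signal at the single screening dose is 50% or more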
# LRH-1 inv ag = suppresses constitutive activity of human LRH-1 | hit rate 0.13% among 360,000 | AID 602396 | inhibition, % at 3.6 µM | HEK293T StAR-luciferase reporter, LRH-1 transfected, 24 h;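 active means inhibition above the mean inhibition of all tested compounds plus 3 SD, cut at about 73% in these data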;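 further: 0% = DMSO wells and 100% = reporter-only cells lacking LRH-1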
# Target sequence (O00482 whole entry, looked up): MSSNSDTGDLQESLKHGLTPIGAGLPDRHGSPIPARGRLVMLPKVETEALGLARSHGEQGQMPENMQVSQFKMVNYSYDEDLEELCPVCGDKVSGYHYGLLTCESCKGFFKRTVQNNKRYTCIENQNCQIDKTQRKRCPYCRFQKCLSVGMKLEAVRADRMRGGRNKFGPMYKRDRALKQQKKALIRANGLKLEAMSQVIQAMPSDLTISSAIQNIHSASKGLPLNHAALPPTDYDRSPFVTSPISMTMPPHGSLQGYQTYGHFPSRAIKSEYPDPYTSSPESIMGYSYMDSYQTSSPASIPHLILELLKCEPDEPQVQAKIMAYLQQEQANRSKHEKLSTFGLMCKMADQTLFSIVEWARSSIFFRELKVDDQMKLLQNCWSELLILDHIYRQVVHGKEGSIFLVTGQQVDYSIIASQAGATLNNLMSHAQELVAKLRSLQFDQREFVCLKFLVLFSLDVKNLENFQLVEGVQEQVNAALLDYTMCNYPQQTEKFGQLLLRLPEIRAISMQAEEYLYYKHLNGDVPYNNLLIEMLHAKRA
# TWEAK-Fn14 inh = blocks TWEAK-Fn14 interaction in a reporter cell assay; TWEAK-stimulated Fn14 reporter cells, luciferase luminescence, 8 h; AID 1159606; inhibition, % at 10 µM; hit rate 2% among 360,000; in the data active means inhibition above about 50%
# CF NFkB block = blocks PAF-induced NF-kB reporter in cystic fibrosis cells. KKLEB NF-kB-GFP reporter, GFP fluorescence overnight. hit rate 0.86% among 360,000. AID 588850. inhibition, % at 5 µM;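 active means at least 50% inhibition at 5 µM, scaled per plate between neutral and stimulator controls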;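 further: PAF is a Pseudomonas aeruginosa culture filtrate used as stimulus; plate controls were PAF-stimulated DMSO wells for no effect and unstimulated DMSO wells for full effect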
# EBV LMP1 NFkB = inhibitors of Epstein-Barr LMP1-induced NF-kappaB reporter; hit rate 0.69% among 350,000; inhibition, % at 12.5 µM; LMP1-induced NF-kappaB luciferase reporter cells, luminescence; in the data active means inhibition above about 41%;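 further: 0% = neutral control wells and 100% = reference inhibitor control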
# SRC1 inh = inhibitors of human steroid receptor coactivator 1 (SRC1) | Q15788 | HEK293 GAL4-SRC1 luciferase reporter, luminescence | inhibition, % at 3.6 µM | hit rate 0.12% among 360,000;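 active means inhibition above the campaign mean plus 3 SD, with each screening campaign given its own cutoff, cut at about 60% in these data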;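 further: 0% = DMSO treated cells and 100% = gossypol at 36 µM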
# SRC2 inh = inhibits human steroid receptor coactivator 2; Q15596; AID 651957; hit rate 0.17% among 370,000; HEK293 GAL4-SRC2 luciferase reporter, luminescence; inhibition, % at 9 µM;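 active means inhibition above the mean inhibition of all tested compounds plus 3 SD, set per campaign, cut at about 52% in these data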;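 further: 0% = DMSO treated cells and 100% = cells given Gossypol at 36 µM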
# SRC3 inh = human NCOA3 inhibition | HEK293 GAL4-SRC3 luciferase reporter, luminescence | inhibition, % at 3.6 µM | hit rate 0.17% among 360,000;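 active means inhibition above a per-campaign cutoff, the mean of all compounds plus 3 SD, cut at about 60% in these data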;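 further: 0% = DMSO-treated cells and 100% = gossypol-treated cells at 36 µM; higher means less SRC3-driven luciferase light from the GAL4 reporter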
# NR2F2 inh = NR2F2 (human) inhibition, primary screen. P24468. HEK293T NGFI-A luciferase reporter, luminescence. inhibition, % at 8.6 µM. hit rate 0.7% among 370,000. AID 686940;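 active means inhibition above a per-plate cutoff, mean inhibition of test wells between control levels plus 3 SD, cut at about 38% in these data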;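 further: cells cotransfected with COUP-TFII expression vector driving the NGFI-A reporter; 0% = median of COUP-TF2 test wells and 100% = reporter-only cells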
# Target sequence (P24468 whole entry, looked up): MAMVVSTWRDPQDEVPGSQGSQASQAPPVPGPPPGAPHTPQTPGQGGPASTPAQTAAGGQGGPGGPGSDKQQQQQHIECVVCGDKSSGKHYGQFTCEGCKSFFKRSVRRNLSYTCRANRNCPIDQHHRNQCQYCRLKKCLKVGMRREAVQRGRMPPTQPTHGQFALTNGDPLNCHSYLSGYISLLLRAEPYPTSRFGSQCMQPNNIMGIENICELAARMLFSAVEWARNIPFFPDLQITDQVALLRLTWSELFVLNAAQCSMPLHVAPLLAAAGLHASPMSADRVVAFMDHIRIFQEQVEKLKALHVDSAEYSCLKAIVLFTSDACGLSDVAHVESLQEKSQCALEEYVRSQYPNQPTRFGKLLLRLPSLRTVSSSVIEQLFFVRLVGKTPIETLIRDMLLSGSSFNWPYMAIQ
# KKLEB tox = counter-screen for CF NF-kB inhibitors: cytotoxicity; KKLEB CF airway cells viability, ATPlite luminescence, overnight; hits give low values; cells stimulated with P. aeruginosa culture filtrate; activity change (cytotoxicity), % at 5 µM; hit rate 0.36% among 360,000; AID 602141;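 active means corrected activity change at or below -50% at 5 µM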
# TRAIL sens C8 = caspase-8 TRAIL sensitization. NB7+C8 cells + TRAIL, ATPlite viability luminescence. inhibition (viability loss, TRAIL sensitization), % at 10 µM. hit rate 1% among 360,000;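 active means compounds causing at least 50% loss of cell viability in the single-dose screen, relative to plate controls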
# An asterisk follows results filed as active; · = not tested or not shown. This is a subset. The share of hits here may be higher or lower than overall.
item	compound	TROY NFkB inh	TWEAK-Fn14 inh	SRC3 inh	NR2F2 inh	EBV LMP1 NFkB	SRC2 inh	CF NFkB block	LRH-1 inv ag	TRAIL sens C8	KKLEB tox	SRC1 inh
1	O=C(Cn1c2c(c(-c3ccccc3Cl)cc1=O)CCC2)N1CCC2(CC1)OCCO2	-5	8	3	3	5	9	-15	-6	-3	7	-6
2	CN(C)CCN=Cc1c(O)n(Cc2ccco2)c(=O)[nH]c1=O	5	0	-7	-14	0	-35	10	-2	-10	-12	-13
3	Nc1c2c(nc3ccccc13)CCN(Cc1ccccc1)C2	-23	-5	8	-2	1	-34	0	-7	11	-2	-19
4	Cc1nn(Cc2ccccc2)c(Cl)c1C(=O)OCC(=O)N1CCCC1	6	3	-2	-12	-6	-16	16	7	5	-4	-18
5	COC(=O)C1=C(c2ccc(F)cc2F)C[C@@H]2CC[C@H]1N2C(=O)NC1CCCCC1	-10	-7	3	·	-1	·	-38	-5	11	1	-5
6	CCC1(c2ccc(N)cc2)CCC(=O)NC1=O (stereo unspecified)	10	-8	2	-5	-7	-23	-15	8	-13	11	-2
7	Cc1cccnc1-n1c(-c2ccco2)nc2ccccc2c1=O	-24	-11	8	15	1	13	-6	-8	0	8	12
8	CCCCCCC(Cl)(Cn1ccnc1)c1ccccc1 (stereo unspecified)	-10	1	2	1	1	16	1	-9	6	5	18
9	COc1ccccc1CCNC1CCCCCC1	12	0	14	6	4	11	-2	-16	3	-8	-3
10	CCCCn1c(=O)c(C(=O)NCc2ccccc2)c(O)c2ccccc21	9	17	-13	-9	-4	4	9	18	13	-20	0
11	CC(C)CC(=O)NC(Oc1ccc(Cl)cc1)C(Cl)(Cl)Cl (stereo unspecified)	10	-7	-6	-2	-8	-2	-6	3	-7	-6	-14
12	Cc1cccc(N2C(=O)NC(=O)/C(=C\c3cccn3-c3ccc(Cl)cc3)C2=O)c1	30	61*	6	6	-1	-1	45	-8	13	-6	-10
13	CC(C)OC(=O)Nc1ccc(N=C(N)N[N+](=O)[O-])cc1	5	-1	13	-9	1	6	-13	-7	-5	-2	12
14	CCOC(=O)[C@]12Cc3cc(C)ccc3[C@H]1N(CCC(=O)OC)C(=O)c1ccccc12	21	18	·	23	·	-4	·	8	42	·	·
15	CCN(CC)CCCN=Cc1c(O)n(CCc2ccc(F)cc2)c(=O)[nH]c1=O	27	-21	9	9	-7	-13	10	22	3	-9	-20
16	O=[N+]([O-])c1cccc(C2N3CCCN23)c1 (stereo unspecified)	-5	18	10	-1	6	0	-24	2	0	-10	17
17	COc1ccc2[nH]c(C)c(CCNCc3cc(OC)c(OC)c(OC)c3)c2c1	5	-10	8	13	-1	2	7	12	-1	18	4
18	Cc1c(C(=O)N2CCC3(CC2)OCCO3)oc2ccc(S(=O)(=O)N3CCOCC3)cc12	-3	-10	-8	15	10	-7	7	0	4	2	-8
19	COc1cc(N2CCOCC2)ccc1/C=C1\C(=O)NC(=O)N(C2CCCCC2)C1=O	6	-3	6	-13	6	9	3	-5	-3	-3	-4
20	CC(=O)N1CC(=O)Nc2ccc(F)cc2C1c1ccccc1 (stereo unspecified)	-3	-19	-10	-9	0	-16	-27	8	9	5	5
21	COc1cc(C(=O)N2Cc3ccccc3-n3nncc3C2)cc(OC)c1OC	-3	2	-12	-22	1	12	-21	-15	-14	8	2
22	ClCCN1CCSCC1	-11	-4	-3	9	-8	-20	-10	4	-18	23	0
23	CN1CCC(c2c[nH]c3ccccc23)C1 (stereo unspecified)	-3	12	-11	14	-2	21	2	14	3	9	-3
24	CCOC(=O)C1C(=O)NC2(C)CC1c1cc(OC)ccc1O2 (stereo unspecified)	-22	-7	9	-2	-5	-3	9	8	1	7	1
25	COc1cccc(C2(O)CCN(Cc3ccncc3)CC2)c1	1	-3	5	-16	9	-13	1	14	-1	4	-3
26	O=C(CCN1CCOCC1)NCC(=O)Nc1ccc(Br)cc1C(=O)c1ccccc1	4	-20	28	2	5	-9	-1	-10	-10	2	1
27	CN(C)C(=O)Oc1c(Cl)cc(Cl)c2ccccc12	17	0	19	7	-6	-9	-4	5	-6	0	-13
28	O=[N+]([O-])c1ccc(N2CCCC2)c2ccncc12	16	0	25	9	-5	24	-20	22	-2	6	-1
29	Cc1cc(N(CCCl)CCCl)ccc1/C=N/NC(=O)c1ccco1	-35	9	-92	-34	53*	-55	-5	-39	3	0	-80
30	CCN1C[C@@]2(COC)C3[C@@H](OC)[C@H]4[C@@H]1[C@@]3(C1C[C@H]3[C@H](OC(=O)c5ccccc5)C1[C@]4(OC(C)=O)C[C@H]3OC)[C@@H](OC)C[C@H]2O (stereo partly specified)	-1	15	8	·	·	·	-8	13	-13	8	-3

# The final two records of the section above come first, to join the parts:
item	compound	TROY NFkB inh	TWEAK-Fn14 inh	SRC3 inh	NR2F2 inh	EBV LMP1 NFkB	SRC2 inh	CF NFkB block	LRH-1 inv ag	TRAIL sens C8	KKLEB tox	SRC1 inh
29	Cc1cc(N(CCCl)CCCl)ccc1/C=N/NC(=O)c1ccco1	-35	9	-92	-34	53*	-55	-5	-39	3	0	-80
30	CCN1C[C@@]2(COC)C3[C@@H](OC)[C@H]4[C@@H]1[C@@]3(C1C[C@H]3[C@H](OC(=O)c5ccccc5)C1[C@]4(OC(C)=O)C[C@H]3OC)[C@@H](OC)C[C@H]2O (stereo partly specified)	-1	15	8	·	·	·	-8	13	-13	8	-3
31	COc1ccc(NC(=S)NC(NC(=O)CF)C(Cl)(Cl)Cl)c([N+](=O)[O-])c1 (stereo unspecified)	13	-16	9	3	0	-6	-2	3	9	6	11
32	Cc1[nH]c2ccc(OC(F)(F)F)cc2c1CCNCc1ccc(Cl)cc1	-17	-33	2	-9	-2	10	15	10	27	-13	-5
33	COc1cc2c(cc1OC)-c1c3c(cc4c1[C@@H](C2)N(C)CC4)OCO3	-60	-91	13	5	-3	-29	-369	31	31	-28	14
34	COc1ccc2c(c1)c(CCN)c(C)n2Cc1ccccc1	11	-31	6	5	9	-22	3	7	4	-2	22
35	Clc1ccc2c(c1)C(c1ccccc1Cl)=NCc1nncn1-2	-16	11	5	0	-6	-6	13	4	-10	4	6
36	CCOP(=O)(OCC)Oc1cc(C)c(N(C)C)c(C)c1	15	16	-26	10	-1	-2	6	-18	5	-6	-13
37	CCN1C[C@]2(COC)CC[C@H](O)[C@@]34C5C[C@H]6[C@H](O)C5[C@](O)(C[C@H]6OC)[C@@H]([C@H](OC)C23)[C@@H]14 (stereo partly specified)	-19	2	5	·	·	·	7	1	-1	-3	-3
38	COC(=O)NC(=S)Nc1ccccc1NC(=S)NC(=O)OC	-9	-5	-10	-12	-7	-8	-8	-21	4	3	9
39	O=C(c1ccc(Br)cc1)C12CN3CN(CN(C3)C1)C2	10	0	11	13	-4	9	0	2	0	7	-12
40	Cc1cccc(N/N=C/c2c(O)[nH]c(=S)[nH]c2=O)c1	-18	5	8	-8	1	-31	-2	-12	3	-7	12
41	O=C(c1csc2c1CCCCC2)N1CCC2(CC1)OCCO2	-7	-11	20	-11	-14	-7	11	-20	-4	2	4
42	O=C(NCc1ccc(C(=O)N2CCC3(CC2)OCCO3)cc1)c1cccc(Br)c1	8	-9	-19	-30	-10	0	20	-7	3	-32	-18
43	COc1cccc(CNCCc2cccc(F)c2)c1OC	12	-21	5	2	-2	23	4	6	-2	-8	-10
44	COc1ccccc1-n1c(/C=C/c2ccccn2)nc2ccccc2c1=O	7	34	5	-1	2	1	1	54	-5	12	-12
45	Cc1ccc(CN2CCCC(C(=O)c3cccc(C(F)(F)F)c3)C2)o1 (stereo unspecified)	-7	0	4	-11	-9	11	2	3	9	-4	-13
46	CC1(C)C(C(=O)N2CCN(C(=O)c3ccccc3)CC2)C1(C)C	8	42	-20	2	-1	-22	0	-6	-12	10	8
47	Cc1ccc([N+](=O)[O-])cc1	-6	-6	-13	11	-1	-26	-28	-17	5	-2	-12
48	O=c1c2ccccc2nc(/C=C/c2ccc([N+](=O)[O-])o2)n1-c1ccc(O)cc1	33	93*	10	-14	86*	2	12	10	-14	1	-58
49	COc1cc(N2C(=O)CC(=O)NC2=O)cc(OC)c1OC	-7	1	-13	2	4	-7	2	1	-4	8	15
50	Cc1cc(C(=O)CS(=O)c2ccc(F)cc2)cc(C)c1OC(=O)N(C)C (stereo unspecified)	11	0	-16	-12	-10	-43	1	-23	9	4	-37
51	Clc1cc(I)cc(Cl)c1NC1=NCCN1	-12	-4	-10	15	3	-11	6	-8	-14	13	-12
52	COc1ccc(OC(=O)N(C)C[C@@H]2OCc3cnnn3CCCC(=O)N([C@H](C)CO)C[C@@H]2C)cc1	-14	6	-2	-12	-2	-18	-13	13	7	13	6
53	C[C@]12CCC3C(C[C@@H](O)[C@H]4C[C@@H](O)CC[C@]34C)C1CC[C@@H]2O (stereo partly specified)	-4	3	-4	8	3	2	-18	21	1	1	4
54	CCOC(=O)C(C)Oc1cc(C)cc2oc(=O)c3c(c12)CCCC3 (stereo unspecified)	11	-2	5	-10	1	-16	-68	38	3	11	3
55	O=C(CN1C(=O)CCSc2ccccc21)N1CCC2(CC1)OCCO2	16	5	2	2	-4	-1	10	6	-24	-2	7
56	Cc1cc(C)c(Cn2c(C(=O)O)c(C=O)c3ccccc32)c(C)c1	6	9	-7	-8	-5	-21	5	7	-11	2	0
57	CN1C(=O)N(C)C(=O)C(CCc2ccncc2)(Cc2ccc3c(c2)OCO3)C1=O	8	11	6	5	5	6	2	-4	-9	8	-2
58	O=[N+]([O-])c1cc(S(=O)(=O)c2ccc(O)c([N+](=O)[O-])c2)ccc1O	-10	-12	8	15	7	-3	4	-10	9	-17	-4
59	C=C1C2C[C@@]3([C@@H]1O)[C@@H](C[C@@H]2O)[C@@]12C4[C@@H]3C[C@@H]1[C@@](C)(CC[C@@H]2O)CN4CC	7	-4	1	-2	3	-5	-6	-5	-4	10	-12
60	CC1CCC2[C@@H](C)C(=O)OC3O[C@]4(C)CCC1C32OO4 (stereo partly specified)	-3	4	13	2	-10	-7	16	-23	20	0	13
61	O=C(O)c1ccc(/C=C/c2nc3ccccc3c(=O)n2-c2ccc(Br)cc2)cc1	7	22	-6	-6	0	0	-2	3	-8	-1	4
62	COc1cccc(N2CCN(Cc3cccc(Cl)c3)CC2)c1	13	-13	7	·	-4	·	-11	8	0	4	-16
63	CCCCc1ccc2[nH]cc(CCN)c2c1	6	-2	10	-19	31	-3	0	11	2	-8	12
64	CC1CC(C)OP(=O)(OCCC#N)O1 (stereo unspecified)	3	-15	10	0	2	10	-9	7	-6	-2	5
65	Cc1ccccc1N1C(=O)NC(=O)/C(=C\c2ccc3c(c2)CCCN3Cc2ccccc2)C1=O	7	15	13	-8	-3	-50	-64	40	0	-8	-22
66	CC=C(C)C1(CCC)C(=O)NC(=S)NC1=O	9	9	-11	-2	11	-16	-5	-29	3	14	-3
67	COC(=O)C1=C(c2cc3ccccc3o2)C[C@@H]2CC[C@H]1N2C(=O)N1CCCCC1	20	-6	7	11	14	24	33	11	21	-15	6
68	CC(C)(C)N1C(=O)NC(=O)/C(=C\c2ccc3c(c2)CCN3CCCCl)C1=O	10	-11	11	16	-3	-9	-18	31	-14	15	7
69	C=CCn1c(O)c(C(C)=O)c(=O)[nH]c1=O (tested in a mixture with another compound)	0	-4	1	4	2	-4	10	-7	-12	-4	3
